# Screens deposited in PubChem by Broad Institute.
# SIRT5 inh = sirtuin-5 (human) deacylase inhibition; Purified SirT5, succinyl-peptide AMC, trypsin-coupled fluorescence; inhibition, % at 15 µM; 1.1% of 330,000 active; Q9NXA8; in the data active means inhibition above about 15%; inconclusive means no clear call, values can overlap the other calls
# E-selectin induc = induces E-selectin expression in human endothelial cells; 0.37% of 260,000 active; P16581; activation, % at 7.58 µM; HUVEC E-selectin immunofluorescence imaging; normalized: neutral wells 0, TNF-alpha wells 100; AID 686992;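 active means mean E-selectin-positive cell signal at least 10% of the positive control, reached in at least 60% of replicates, without over 20% cell loss; inconclusive means no rule given, readout overlaps actives, possibly toxicity-flagged; inactive means the rest, including those meeting only one limit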;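 further: in these data hits start at about 27%; measured in HUVEC primary endothelial cells; signal is the percent of cells scored E-selectin positive by PE staining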
#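 Material: HUVEC primary endothelial cells; Amount: 3,000 cells per well; Dosing: single concentration; Medium: EGM-2 growth medium on 0.1% gelatin-coated wells; Read-out basis: percent E-selectin-positive cells; Signal: immunofluorescence imaging; Control set: TNF-alpha, DMSO.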
# Statin myotox sup = suppression of simvastatin myotoxicity. C2C12 myotubes + simvastatin, ATP luminescence, 48 h; scaled: DMSO 0, geranylgeraniol control 100. rescue of ATP level, % at 7.49 µM. 0.78% of 330,000 active. AID 602340;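 active means mean ATP rescue above about 67%, or every replicate alone reaching that limit, limit read from the data, passing the limit was not always enough; inconclusive means no clear call, values can overlap the other calls; inactive means mean under the limit and some replicate under it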;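 further: myotubes were challenged with 10 µM simvastatin during compound exposure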
# PglD DTNB = PglD (C. jejuni) enzyme inhibition. 0.098% of 360,000 active. inhibition, % at 12.5 µM. purified PglD enzyme, DTNB colorimetric CoA detection; in the data active means inhibition above about 16%, passing the limit was not always enough; inconclusive means no clear call, values can overlap the other calls; further: strong numbers were not always called active
# DENV2 CPE = protects cells from dengue virus 2 cytopathic effect | DENV2-infected cells, cytopathic effect rescue, plate reader | CPE inhibition, % at 9.99 µM | 1.7% of 350,000 active | AID 651640; in the data active means CPE inhibition above about 20%, passing the limit was not always enough; inconclusive means no clear call, values can overlap the other calls; tested in BHK-21 cells;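 further: 0% = median of neutral control wells and 100% = median of positive control wells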
# ERp5 block = ERp5 (human) disulfide isomerase inhibition. ERp5 insulin aggregation, absorbance 650 nm, 90 min. 0.05% of 350,000 active. inhibition, % at 9.99 µM. Q15084. AID 651711;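 active means mean replicate inhibition above about 25%, with every replicate also reaching it, limit read from the data, passing the limit was not always enough; inconclusive means only one of those two criteria met; inactive means neither criterion met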
# S100A4 inh HTS = S100A4-myosin IIA interaction inhibition; S100A4/TAMRA-MyoIIA peptide fluorescence polarization; inhibition, % at 10.7 µM; 0.14% of 360,000 active;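 active means mean inhibition of at least 70% across replicates, with every replicate also reaching that level; inconclusive means mean inhibition reaches 70% but some replicates fall short; inactive means mean inhibition below 70%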
#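 System – human S100A4 monomer protein, biochemical binding assay · Buffer or medium – Calcium-containing HEPES buffer, pH 7.2 · Timing – 5 min between mix addition and reading · Also added – TAMRA-labelled myosin IIA heavy-chain peptide probe, 5 nM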
# Numbers without * were called inactive; u = inconclusive; x = not tested or not shown; & = joins results of further samples.
SMILES,SIRT5 inh,E-selectin induc,Statin myotox sup,PglD DTNB,DENV2 CPE,ERp5 block,S100A4 inh HTS
O=C(NCc1ccccc1)C1CC(=O)N(C2CCCCC2)C1 (centres undefined),2.2,-0.4,-3.3,0.7,-6.5,-0.8,-4.2
CC(C)CC#Cc1ccc2c(c1)O[C@@H](CN(C)C)[C@@H](C)CN([C@H](C)CO)S2(=O)=O,-2.4,0.0,11.0,4.2,9.7,-9.7,-0.7
CCOC(=O)CNC(=S)N(Cc1ccccc1)Cc1cccs1,0.7,1.4,4.4,2.1,-3.7,1.4,-15.1
COC(=O)COc1ccc2c(c1)O/C(=C\c1ccco1)C2=O,-1.4,0.2,-6.2,1.0,3.1,1.8,-12.4
C/C(Cc1ccccc1)=N\NC(=O)CNC(=O)c1cccc(F)c1,-1.1,x,5.8,-1.4,8.5,-11.6,-0.5
COC1=Nc2ccccc2/C=C\c2ccccc21,-1.9,x,x,-0.8,-7.6,-3.6,-3.2
COC1=C/C(=C/c2c(O)c(C#N)c3ccccn23)C=CC1=O,x,0.4,3.0,x,-2.2,-2.4,-2.5
N#Cc1c([N+](=O)[O-])cc([N+](=O)[O-])cc1S(=O)(=O)Cc1ccccc1,-2.0,-1.9,-209.3,-3.0,-3.7,-2.0,2.0
COc1ccccc1-c1ccc([C@H]2[C@H](CO)N(C(C)=O)C23CN(C(C)=O)C3)cc1,2.5,-0.2,x,x,-4.6,2.8,2.7
COc1ccc(-n2c(SCC(=O)NC3CC3)nc3ccccc3c2=O)cc1OC,-3.1,-2.7,0.7,4.3,1.3,0.6,27.6
COC(=O)COc1ccc2cccc(-n3cnnn3)c2c1,0.0,1.7,-0.9,6.6,-2.7,6.1,7.6
Cc1ccc(-c2ccc([C@@H]3[C@@H](CO)N4C(=O)CN(C(=O)c5ccncc5)C[C@@H]34)cc2)cc1,-4.5,0.6,x,x,8.1,-8.8,-1.5
O=C(NCc1cccnc1)c1cc(C2CCCN(S(=O)(=O)c3cccc4cccnc34)C2)on1 (centres undefined),-0.2,-0.3,0.3,7.1,5.9,-3.8,3.7
CCOC(=O)C1CCN(c2nc(-c3ccc(C)cc3)nc3ccccc23)CC1,0.1,x,x,x,0.6,6.5,2.1
Cc1ccc(-n2cc(CNCCCN3CCCC3=O)c(-c3ccc(F)cc3)n2)cc1,-1.6,x,x,x,4.9,-0.1,-2.4
C[C@H]1CCCCO[C@H](CN(C)S(=O)(=O)c2ccc(Cl)cc2)[C@@H](C)CN([C@@H](C)CO)C(=O)c2cc(NC(=O)Nc3cccc4ccccc34)ccc2O1,3.5,0.1,x,-0.8,-3.6,1.4,-9.3
Cn1nnnc1SCC(=O)NC1CCCc2ccccc21 (centres undefined),10.7,0.0,x,x,-0.4,6.4,4.8
CS(=O)(=O)NNC(=O)C1Cc2c(ccc3ccccc23)O1 (centres undefined),3.3,0.2,-5.6,2.7,0.8,-0.2,3.9
C[C@@H]1CCCCO[C@@H](CN(C)C(=O)CCC(F)(F)F)[C@H](C)CN([C@@H](C)CO)C(=O)c2cc(NS(=O)(=O)c3cccs3)ccc2O1,x,-0.4,x,2.8,-0.3,x,x
CCCOC(=O)c1ccc(NC(=O)CN(C)Cc2cccs2)cc1,2.0,x,4.2,3.7,-2.4,4.9,2.3
CCC(C)N1CC23C=CC(O2)C(C(=O)OC)C3C1=O (centres undefined),0.2,0.0,6.1,-1.8,-3.9,5.6,-4.0
Cc1ccc(S(=O)(=O)Nc2ccc3c(c2)C(=O)N([C@@H](C)CO)C[C@@H](C)[C@@H](CN(C)C(=O)Nc2c(C)noc2C)OCCCC[C@@H](C)O3)cc1,-1.6,x,x,4.1,u,9.1,-7.9
C[C@H](O)C#Cc1ccc([C@H]2[C@H]3CN(C(=O)c4ccncc4)CCCCN3[C@H]2CO)cc1,1.8,-0.2,23.0,8.3,4.2,-6.1,18.7
CCN(CC)c1ccc(NC(=O)Cn2cc3c(n2)CCC(C)C3)c(C)c1 (centres undefined),x,x,-3.5,-2.1,-15.8,-1.1,12.7
Cn1c(=O)c2c(SCc3ccccn3)nc(C3CC3)nc2n(C)c1=O,-5.1,x,-17.4,-3.4,1.2,4.6,16.1
# The list goes on:
SMILES,SIRT5 inh,E-selectin induc,Statin myotox sup,PglD DTNB,DENV2 CPE,ERp5 block,S100A4 inh HTS
CC(C)C[C@H]1CNC(=S)N1CC1CCN(CCC23CC4CC(CC(C4)C2)C3)CC1,x,0.1,3.8,-2.3,7.8,1.1,-6.0
CC(C)(C)CN1CCN(Cc2nc(-c3ccc(F)cc3)cs2)CC1CCO (centres undefined),x,x,-14.5,8.1,-4.9,4.5,-1.0
COC(=O)[C@H]1[C@H](CO)[C@H]2Cn3c(ccc(C4=CCCC4)c3=O)[C@H]2N1C(=O)C1CC1,-4.6,0.4,-6.0,0.0,u,0.3,8.6
Cn1c2c(sc1=O)CCC2,-2.1,-0.1,6.3,1.5,4.1,-3.6,-3.6
COCCNC(=O)C[C@H]1CC[C@@H]2[C@H](COC[C@H](O)CN2C(=O)c2cc(Cl)cc(Cl)c2)O1,x,0.1,-10.9,5.8,0.9,x,x
COc1ccc(-c2ccc(C(=O)Nc3ccc(Cl)cc3)c3occc23)c(C)c1,-1.5,-0.1,2.9,2.4,6.7,0.7,3.7
O=C(O)c1ccccc1NC(=S)NC(=O)c1cccc2ccccc12,-4.3,1.5,-0.2,5.0,5.0,7.4,2.0
O=C(Cn1cc(S(=O)(=O)Cc2cccc(F)c2)c2ccccc21)N1CCOCC1,-0.4,-0.2,0.5,-0.2,3.0,4.9,-1.5
O=C(CCN1C(=O)C2CC=CCC2C1=O)Nc1cccc(S(=O)(=O)N2CCCCC2)c1 (centres undefined),-5.1,-0.6,16.2,-0.2,-4.9,2.4,1.4
CN1CCc2c(sc(NC(=O)c3ccc(S(=O)(=O)N4CCCC4)cc3)c2C(N)=O)C1,-1.3,0.4,-3.6,-9.4,16.4,1.8,-8.7
COc1ccc(CCNC(=O)[C@@]2(Cc3ccccc3I)c3ccccc3C(=O)N(Cc3ccccc3OC)[C@H]2c2ccc(CO)cc2)cc1,6.2,x,x,0.4,-3.9,1.4,18.5
COC(=O)C1(C(C[N+](=O)[O-])c2ccco2)C(=O)NCC1c1ccccc1 (centres undefined),-1.1,0.4,x,-4.6,2.4,-4.9,-2.9
COc1ccc(NS(=O)(=O)c2cccc(C(=O)NCC(c3ccccc3)N(C)C)c2)cc1 (centres undefined),0.1,0.7,6.3,-4.2,3.4,-1.6,5.5
Cc1nc(SCC(=O)NC2CCCC2)[nH]c(=O)c1C,4.5,-0.1,-22.8,-3.1,1.2,5.7,-4.2
COC(=O)C(Cc1ccccc1)NC(=O)CNC(=O)c1ccccc1OC (centres undefined),1.1,0.3,3.7,0.0,10.6,-2.1,-7.1
CO[C@@H]1CN(C)C(=O)c2cc(NC(=O)C3CC3)ccc2OC[C@H](C)N(CCc2ccccc2)C[C@@H]1C,x,0.0,-1.3,3.8,x,x,x
C[C@@H]1CN([C@@H](C)CO)C(=O)CCCn2nncc2CO[C@H]1CN(C)C(=O)c1ccc2ccn(C)c2c1,-1.3&0.4&0.3,-0.3&0.0,6.7&-1.7&-8.0,-1.5&-5.0&0.6,-10.4&-0.9&-2.4,9.9&-0.7&-1.0,-0.7&11.6&-26.2
C[C@H](CO)N1C[C@H](C)[C@@H](CN(C)Cc2ccc(C(=O)O)cc2)Oc2ccc(NC(=O)NC3CCCCC3)cc2C1=O,2.9,1.0,-2.9,2.5,44.9*,-1.9,5.2
CCN1CCN(c2cc(C)c3cc(NC(=O)CCC(=O)Nc4ccc(OC)c(OC)c4)ccc3n2)CC1,-2.7,0.0,-1.8,x,-1.0,5.9,-1.1
CCOC(=O)c1c(C)[nH]c(C(=O)OCc2ccccc2F)c1C,1.5,x,3.5,0.9,-1.7,1.4,-3.1
Cc1ccc(NC(=O)CCOc2ccccc2C)cc1C,-2.2,2.0,13.5,-1.7,-3.8,2.9,-3.3
CO[C@H]1CN(C)C(=O)c2cc(NC(C)=O)ccc2OC[C@@H](C)N(Cc2ccccn2)C[C@H]1C,-2.2,0.0,2.8,5.6,-8.6,-6.0,10.2
COc1ccccc1C(=O)Nc1ccccc1C(=O)N1C(C)CCCC1C (centres undefined),-3.0,x,x,x,2.5,0.5,-4.4
O=C(CSc1ncnc2ccccc12)NCc1ccc2c(c1)OCO2,8.1,0.0,x,x,-0.4,0.5,2.2
Cc1nc(C)c(-c2ccc(SCc3ccc([N+](=O)[O-])cc3)nn2)s1,-4.1,x,-11.3,-2.0,-3.1,x,-0.5

# Filtered by structure: the entries above containing a cyano group (2)
SMILES,SIRT5 inh,E-selectin induc,Statin myotox sup,PglD DTNB,DENV2 CPE,ERp5 block,S100A4 inh HTS
COC1=C/C(=C/c2c(O)c(C#N)c3ccccn23)C=CC1=O,x,0.4,3.0,x,-2.2,-2.4,-2.5
N#Cc1c([N+](=O)[O-])cc([N+](=O)[O-])cc1S(=O)(=O)Cc1ccccc1,-2.0,-1.9,-209.3,-3.0,-3.7,-2.0,2.0

# (more compounds)
SMILES,SIRT5 inh,E-selectin induc,Statin myotox sup,PglD DTNB,DENV2 CPE,ERp5 block,S100A4 inh HTS
C[C@H]1CCCCO[C@H](CN(C)C(=O)Nc2cccc3ccccc23)[C@@H](C)CN([C@@H](C)CO)C(=O)c2cc(NC(=O)CCC(F)(F)F)ccc2O1,x,0.2,x,1.2,4.6,x,x
CC(C)c1ccc(NC(=O)Cn2nnc(C(=O)NCc3ccco3)c2N)cc1,-14.8,2.6,-8.5,1.6,9.1,0.4,-4.2
Cc1nn(C)c(C(=O)N/N=C/c2ccncc2)c1Cl,-0.6,0.2,9.7,-2.7,0.0,-2.8,-11.9
CC(=O)c1c(C)[nH]c(C(=O)Nc2ccccc2N2CCOCC2)c1C,-3.1,1.3,0.9,0.5,-4.2,2.7,1.0
CC1CCCCC1NC(=O)c1cc(=O)[nH]c2ccccc12 (centres undefined),-3.5,0.0,-16.3,-2.1,4.2,-1.4,-0.4
N=C1C(c2nc3ccccc3s2)=C(O)CN1c1ccccc1,-4.7,x,x,x,0.4,-4.9,2.1
CCN(CC(=O)Nc1c(F)cccc1F)C(=O)c1ccc(=O)[nH]c1,3.0,0.1,x,-3.6,-1.1,-2.6,-4.7
COC(=O)c1ccc(S(=O)(=O)N2CCCN(Cc3ccc(F)cc3)CC2)n1C,-2.4,x,x,x,-0.2,x,-20.4
COc1cccc(C(=O)Nc2nnc(-c3ccc(OC)cc3OC)s2)c1,-4.7,-0.1,-32.4,-3.5,-9.2,-6.3,1.0
Cc1nn(CC(=O)N(C)C2(C#N)CCCCC2)c(C)c1[N+](=O)[O-],0.1,x,1.8,-4.8,-2.5,18.2,-4.0
CCCC#Cc1cnc2c(c1)C(=O)N([C@@H](C)CO)C[C@@H](C)[C@H](CN(C)C(=O)C1CCC1)O2,-1.8,-0.3,-1.9,-5.9,-10.4,0.6,-16.8
CN(Cc1cccs1)C(=O)Cn1cnc2cc([N+](=O)[O-])ccc2c1=O,-3.2,5.3,x,x,4.0,4.2,-16.5
CC(=O)N/C(=C\c1ccc(F)cc1)C(=O)NC(Cc1c[nH]c2ccccc12)C(=O)O (centres undefined),x,x,x,2.9,-4.5,-1.2,-4.2
Cc1c(C(=O)O)sc2nc3n(c(=O)c12)CCC3,-0.7,x,-17.7,6.8,2.0,4.9,-18.6
COc1ccc(C#Cc2ccc([C@H]3[C@H]4CN(C(=O)c5ccccc5)CC(=O)N4[C@H]3CO)cc2)cc1,1.4,-0.2,x,x,1.8,8.4,34.9
O=C(C1CCC1)N1C[C@@H]2[C@H](c3ccccc31)[C@@H](CO)N2C(=O)Cc1ccccn1,x,0.0,4.7,0.8,x,x,x

# Only part of the results is shown; the hit share may differ from the screen's.
